FadD28 FP inh – blocks FadD28 binding to the bisubstrate probe. fluorescence polarization. inhibition, % at 12.5 µM. 360,000 compounds, 0.22% hits; in the data active means inhibition above about 8.5%, passing the limit was not always enough
GDH-TPI inh – GDH-TPI coupled enzyme inhibition counter-screen; GDH-TPI coupled enzyme counterscreen, NADH absorbance; inhibition, % at 4.8 µM; 360,000 compounds, 1.2% hits; in the data active means inhibition above about 30%;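 further: 0% = DMSO wells and 100% = wells lacking the enzyme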
BioA inh – inhibitors of Mycobacterium tuberculosis BioA enzyme. 360,000 compounds, 0.096% hits. purified M. tuberculosis BioA enzyme, plate reader. inhibition, % at 9.99 µM; in the data active means inhibition above about 40%
PfHsp40 yeast – rescue of PfHsp40-mediated yeast toxicity; growth rescue, % at 12.5 µM; 340,000 compounds, 0.68% hits; AID 504582; S. cerevisiae expressing PfHsp40, growth rescue, ATP luminescence; in the data active means growth rescue above about 28%, passing the limit was not always enough;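 further: yeast W303a lacking pdr1 and pdr3 grown in galactose medium; growth measured after three days at 30 °C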
Mtb FBA inh – inhibitors of M. tuberculosis fructose-bisphosphate aldolase; P9WQA3; inhibition, % at 1 µM; 360,000 compounds, 2.3% hits; purified M. tuberculosis FBA, fluorescence read-out; in the data active means inhibition above about 27%;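 further: 0% = vehicle and 100% = reference inhibitor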
Target sequence (P9WQA3 whole entry, looked up): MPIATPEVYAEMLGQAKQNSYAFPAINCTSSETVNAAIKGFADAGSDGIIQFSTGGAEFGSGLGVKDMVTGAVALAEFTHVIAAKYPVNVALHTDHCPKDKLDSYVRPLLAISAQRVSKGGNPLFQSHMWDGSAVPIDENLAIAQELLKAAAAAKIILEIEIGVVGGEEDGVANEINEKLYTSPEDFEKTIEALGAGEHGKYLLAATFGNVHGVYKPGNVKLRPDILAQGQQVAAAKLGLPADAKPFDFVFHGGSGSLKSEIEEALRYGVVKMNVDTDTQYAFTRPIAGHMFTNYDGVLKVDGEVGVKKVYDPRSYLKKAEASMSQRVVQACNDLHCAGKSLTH
Yp Topo-I inh – blocks Yersinia pestis topoisomerase I activity; 360,000 compounds, 0.064% hits; AID 504884; Y. pestis Topo-I cleavage product accumulation, plate reader; activity, % at 10 µM; in the data active means activity above about 50%, passing the limit was not always enough; further: inactives centre near 2
UGM FP inh – Mtb UDP-galactopyranose mutase inhibition. 320,000 compounds, 0.06% hits. purified UGM, fluorescence polarization probe displacement. P9WIQ1. inhibition, % at 10 µM. AID 504406; in the data active means inhibition above about 10%, passing the limit was not always enough
Target sequence (P9WIQ1 whole entry, looked up): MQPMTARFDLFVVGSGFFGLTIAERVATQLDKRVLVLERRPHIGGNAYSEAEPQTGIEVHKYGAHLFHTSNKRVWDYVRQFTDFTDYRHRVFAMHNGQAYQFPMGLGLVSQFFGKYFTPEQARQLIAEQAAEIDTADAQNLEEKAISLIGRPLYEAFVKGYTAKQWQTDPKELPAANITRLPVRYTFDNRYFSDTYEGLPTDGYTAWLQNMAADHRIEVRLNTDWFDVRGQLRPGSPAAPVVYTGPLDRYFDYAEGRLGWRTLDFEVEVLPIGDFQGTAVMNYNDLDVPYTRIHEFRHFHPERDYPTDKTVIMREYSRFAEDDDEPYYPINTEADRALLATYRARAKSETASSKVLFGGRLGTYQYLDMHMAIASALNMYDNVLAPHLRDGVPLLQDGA
Vc quorum ag – quorum light induction in luxS cqsA deficient V. cholerae | V. cholerae BH1578 lux reporter, luminescence, 6 h | activation, % at 18.7 µM | 350,000 compounds, 0.16% hits | AID 588436; in the data active means activation mostly above about 9.7%, no sharp cut-off; further: not every result past the cut was called active; inactives centre near 0; reference of the scale not given here
TcdB GH inh – TcdB glycohydrolase inhibition; TcdB glycohydrolase enzymatic assay, plate reader; 350,000 compounds, 0.24% hits; P18177; AID 652162; inhibition, % at 9.99 µM; in the data active means inhibition above about 10%
The depositor's hits bear a star; i = inactive; nt = not tested or not shown. Outcome played no part in choosing rows, and some 4.6% of all compounds hit somewhere here.

SMILES	FadD28 FP inh	GDH-TPI inh	BioA inh	PfHsp40 yeast	Mtb FBA inh	Yp Topo-I inh	UGM FP inh	Vc quorum ag	TcdB GH inh
CC(OC(=O)C1CC(=O)N(Cc2ccco2)C1)C(=O)Nc1ccccc1[N+](=O)[O-] (centres undefined)	-1.7	14	-0.6	-2.5	-2	-2	3.2	0.0	1.7
C1CCN=C(Nc2nn[nH]n2)CC1	-0.2	-8	nt	0.6	-1	2	-3.4	-0.2	nt
O=C(CS(=O)CC(=O)N(c1ccccc1)C(C(=O)NC1CCCCC1)c1ccco1)Nc1ccc(F)cc1 (centres undefined)	-5.1	-2	0.2	-0.4	-3	5	3.2	-0.2	0.5
Cc1ccc(NC(=O)COc2ccc(N3CC(C(N)=O)CC3=O)cc2)c(C)c1 (centres undefined)	0.2	3	-1.7	0.4	0	2	-1.2	-0.3	-9.3
NS(=O)(=O)c1ccc(N/N=C/c2cn(-c3ccccc3)nc2-c2ccccc2)c([N+](=O)[O-])c1	-4.9	1	-0.3	-0.3	-2	-14	-0.5	-3.7	-0.1
Cc1cccc(/C(N)=N/OC(=O)COc2ccccc2Cl)c1	-3.9	5	nt	-0.8	2	19	0.4	-0.2	0.0
C/C(=N\Nc1nc(N2CCCCCC2)nc(N2CCCCCC2)n1)c1ccccc1	-2.3	2	-1.5	0.1	-3	11	6.7	-0.3	nt
CCN(C(=O)COc1cccc2cccnc12)C1CCS(=O)(=O)C1 (centres undefined)	-3.0	0	nt	1.2	6	1	0.1	nt	0.5
Cc1cc(C)c2c(N=NN3CCCCC3)[nH]nc2n1	-2.9	12	nt	86*	2	-2	-2.3	-0.4	0.5
O=C(NNc1cc(C(F)(F)F)nc2ccccc12)Nc1cccc(Cl)c1	1.0	4	1.7	-0.5	1	6	-1.1	-0.6	0.0
O=S(=O)(c1ccccc1)c1ccccc1/C=N\O	-2.3	7	0.3	-1.2	-3	-3	-2.3	-3.4	nt
COc1ccc(C(C(=O)NC2CCCCC2)N(Cc2ccco2)C(=O)c2ccccn2)c(OC)c1 (centres undefined)	-1.3	-5	2.2	-0.1	-2	8	0.7	-0.3	0.6
COCc1[nH][nH]c(=O)c1C=Nc1ccccc1	-5.0	14	-1.8	0.5	-1	5	0.5	-0.3	nt
N#Cc1ccc(NC(=O)Cn2cnc(S(=O)(=O)N3CCOCC3)c2)cc1	-2.2	-2	1.8	8.1	2	2	-0.9	-0.3	nt
COc1ccc(C(=O)COC(=O)CCNS(=O)(=O)c2ccccc2)c(OC)c1	-3.5	0	-0.9	-0.1	0	1	0.1	-0.1	-4.5

Five records picked at random from the list so far, as already listed:
SMILES	FadD28 FP inh	GDH-TPI inh	BioA inh	PfHsp40 yeast	Mtb FBA inh	Yp Topo-I inh	UGM FP inh	Vc quorum ag	TcdB GH inh
N#Cc1ccc(NC(=O)Cn2cnc(S(=O)(=O)N3CCOCC3)c2)cc1	-2.2	-2	1.8	8.1	2	2	-0.9	-0.3	nt
CC(OC(=O)C1CC(=O)N(Cc2ccco2)C1)C(=O)Nc1ccccc1[N+](=O)[O-] (centres undefined)	-1.7	14	-0.6	-2.5	-2	-2	3.2	0.0	1.7
NS(=O)(=O)c1ccc(N/N=C/c2cn(-c3ccccc3)nc2-c2ccccc2)c([N+](=O)[O-])c1	-4.9	1	-0.3	-0.3	-2	-14	-0.5	-3.7	-0.1
COCc1[nH][nH]c(=O)c1C=Nc1ccccc1	-5.0	14	-1.8	0.5	-1	5	0.5	-0.3	nt
O=S(=O)(c1ccccc1)c1ccccc1/C=N\O	-2.3	7	0.3	-1.2	-3	-3	-2.3	-3.4	nt

Following part
SMILES	FadD28 FP inh	GDH-TPI inh	BioA inh	PfHsp40 yeast	Mtb FBA inh	Yp Topo-I inh	UGM FP inh	Vc quorum ag	TcdB GH inh
COc1cccc(CNS(=O)(=O)c2c(C)[nH]c(C)c2C(=O)N2CCCCC2)c1	-0.5	11	0.4	-0.9	-1	1	-0.1	-0.2	-0.1
Cc1oc(-c2ccc(Cl)cc2)cc1-c1nn2c(-c3ccoc3C)nnc2s1	-2.6	5	-1.6	-0.1	7	10	-0.6	-3.2	nt
Cc1cc(F)ccc1S(=O)(=O)Nc1ccccc1C(=O)Nc1ccccc1-c1nc2ccccc2[nH]1	-1.9	16	-0.9	0.0	19	9	-0.2	-0.2	nt
CC(=NCC1CCCO1)c1c(O)n(-c2ccc(Cl)cc2)c(=O)[nH]c1=O (centres undefined)	1.2	2	-13	-1.1	6	-6	-0.4	-0.3	nt
COc1ccccc1C(=O)OCC(=O)NC(=O)NC1CCCCC1	-1.2	4	0.6	0.9	0	32	nt	i	1.0
CCOC(=O)c1sc2nc3n(c(=O)c2c1C)CCC3	-0.8	7	-0.5	1.5	8	6	2.7	i	1.1
CC(C)NC(=O)COC(=O)c1ccc(S(=O)(=O)N2CCCC2)cc1	-1.2	-8	nt	-1.2	1	7	-0.1	-0.5	1.6
O=C(CN(CC1CCCO1)C(=O)CNS(=O)(=O)c1ccc(Cl)cc1)NCC1CCCO1 (centres undefined)	-0.2	7	-1.2	0.8	-2	1	-2.0	i	nt
CC(/C=N\NC(=O)Cn1cncn1)=C/c1ccc(C(C)C)cc1	-2.0	6	3.8	nt	3	12	0.8	-0.5	1.9
CCc1ccccc1NS(=O)(=O)c1cc2c(cc1C)n(C)c(=O)c(=O)n2C	-1.6	12	1.0	-0.3	3	-4	-2.3	-0.2	0.9
O=S1(=O)CCOC[C@H](CC2CCCCC2)N1Cc1cccc(F)c1	-2.2	13	-1.5	0.3	2	-8	0.1	0.9	1.3
CCOC(=O)C1=C(c2ccccc2)OC(N)=C(C#N)C1c1ccc(Br)s1 (centres undefined)	-7.9	-1	-0.2	2.4	-1	0	-3.5	-0.5	nt
COc1ccc(C(C)NC(=O)c2ccc(Br)cc2)cc1OC (centres undefined)	-5.6	13	-0.1	-1.9	0	-6	-2.9	i	-14
CCC(C)c1ccc(NC(=O)C2CCN(c3ccc(C(F)(F)F)cn3)CC2)cc1 (centres undefined)	-1.8	7	nt	-1.3	-1	-1	-1.8	0.0	nt
C=CCNC(=O)CN1c2cccc3cccc(c23)S1(=O)=O	-0.2	12	-2.1	1.9	14	-1	-0.7	i	1.0
CSCCC(N=C(NS(=O)(=O)c1ccccc1)c1ccccc1)C(=O)O (centres undefined)	-0.3	-3	nt	-0.2	5	-8	-2.3	-0.5	1.2
CN(Cc1c(F)cccc1Cl)C(=O)C1CC(=O)N(CCc2ccccc2)C1 (centres undefined)	-4.3	-2	nt	0.0	-4	14	0.7	i	-8.0
CCCCCCc1cc2cc(-c3nnc(-c4ccccc4OC)o3)c(=O)oc2cc1O	-0.7	18	-9.9	-0.2	5	-1	2.3	i	nt
COc1ccccc1CNc1cc(-c2ccccc2)ccc1OC	-1.7	3	nt	9.8	6	-1	-0.7	-0.3	nt
O=C(CN1C(=O)C2C3C=CC(C3)C2C1=O)NCCC1=CCCCC1 (centres undefined)	-1.5	1	nt	-0.3	-2	-6	-0.5	i	nt
O=C(NCc1cccc(C(F)(F)F)c1)c1csc([C@@H]2C[C@H](O)[C@@H](CO)O2)n1	-3.3	15	-1.1	nt	-2	-11	nt	0.0	1.2
Cc1ccc(NC(=O)COC(=O)CNC(=O)c2ccc(Cl)cc2Cl)cc1S(=O)(=O)N1CCOCC1	2.5	4	0.3	-0.2	0	1	4.9	-0.4	-3.2
Cc1ccc(-c2nc(N3CCOCC3)s[n+]2-c2ccccc2)cc1	0.6	4	nt	-0.3	-3	-1	-1.8	0.7	nt
CC(=NNc1ccc([N+](=O)[O-])cn1)c1ccccc1	-1.7	0	-1.0	-0.8	-3	0	nt	i	-0.7
O=C(Cc1ccc(Cl)cc1)NCC(=O)N1CCCCCC1	-0.9	-4	-0.1	-1.7	-4	0	5.7	-0.2	-0.1
O=S(=O)(c1ccc(NC(=S)NN=C2CCCCC2)cc1)N1CCOCC1	0.7	4	nt	-0.1	3	10	3.5	-1.4	0.6
CC(=O)Nc1ccc(S(=O)(=O)NNc2ccc([N+](=O)[O-])cc2)cc1	-1.9	21	3.8	3.3	0	-6	1.5	0.0	-2.5
CCOc1cccc(NC(=O)c2ccc(S(=O)(=O)N(C)C)cc2)c1	-3.2	-4	1.1	-0.3	0	3	2.1	-0.1	1.1
COc1ccc(C2(NC(C)=O)CCN(C(=O)c3ccco3)CC2)cc1	-1.1	-2	0.0	-1.0	6	4	2.0	6.2	nt
O=C1CN(C(=O)COC(=O)c2ccccc2Br)c2ccccc2N1	-1.9	6	-1.1	1.9	1	6	3.0	-0.4	1.1
CC(=O)Nc1ccc(NC(=O)C(C)OC(=O)C2(c3ccc(F)cc3)CCCC2)cc1 (centres undefined)	-2.8	-2	-0.5	0.2	-4	1	0.7	-0.9	0.2
NC(=O)N/N=C1\CCS(=O)(=O)c2ccc(F)cc21	0.2	0	-1.2	-0.6	2	-4	0.3	-0.6	0.7
COc1cc(NC(=O)CSc2nc3[nH]c(=O)cc(O)c3s2)cc(OC)c1OC	0.1	6	-1.9	0.2	1	2	4.0	-1.2	0.2
CC(C)N1CN=C(Nc2nc3ccccc3o2)NC1	0.3	1	nt	-0.1	-1	12	1.6	-0.3	-0.7
CC(C)C(OC(=O)c1ccco1)C(=O)NCc1ccc2c(c1)OCO2 (centres undefined)	0.3	2	-0.8	-0.1	74*	6	0.7	i	1.2
CC1CCCCC1NC(=O)CSc1nnc(-c2ccccc2)n1N (centres undefined)	0.2	0	-0.7	-2.0	0	16	-1.2	-10	nt
O=C(C[C@H]1C/C=C\CC[C@H](Cc2ccc(F)cc2)C(=O)OC[C@H]2CCCN2C1=O)NCCO	-2.6	17	-2.0	-1.8	6	12	-0.3	-7.1	0.6
CN(Cc1ccccc1)C(=O)c1ccc(NC(=O)Cc2ccc(NC(=O)C3CCN(C(=O)C4CCCCC4)CC3)cc2)cc1	-4.1	-3	-0.1	3.1	-5	18	nt	-1.5	1.4
O=C(NCC1CCCO1)C(c1ccc(N2CCOCC2)cc1)N(C(=O)Cn1nnc2ccccc21)c1ccccc1F (centres undefined)	-1.0	6	nt	0.1	6	-4	-1.6	i	0.6
COc1ccc(S(=O)(=O)N2CCCCC2)cc1NC(=O)c1cccc(S(=O)(=O)N2CC(C)OC(C)C2)c1 (centres undefined)	-1.0	7	-0.1	21	0	18	nt	-0.6	1.0
O=C(NN=C1CCCC1)c1cc(-c2ccccc2)n[nH]1	-2.2	6	nt	-2.1	7	-7	-1.0	-0.3	nt
COC(=O)c1cn(C(=O)/C=C/c2ccc(OC)c(OC)c2)c2ccccc12	-1.4	9	nt	0.2	-4	4	0.2	0.1	0.4
CCC[C@H]1CN(Cc2ccccc2)C(=O)[C@@H]1CC(=O)NC	-2.8	5	-2.9	nt	-2	1	nt	i	-3.9
COc1ccc(Br)c2c1C(=O)CC2	-0.9	6	0.1	-1.5	3	2	0.3	-0.5	-0.8
CC1(C)C2CCC1(CS(=O)(=O)NC(CC(=O)O)c1cccc(Br)c1)C(=O)C2 (centres undefined)	-2.0	6	-1.3	-0.4	-1	10	-0.3	-6.2	-0.7
CC(C)(C)c1ccc(S(=O)(=O)/N=C2\C=C(NS(=O)(=O)c3ccccc3)C(=O)c3ccccc32)cc1	-3.1	7	0.9	3.2	-8	5	-0.5	-0.1	0.8
CCn1c(C(=O)Nc2ccsc2C(=O)OC)cc2sc(Cl)cc21	-2.1	3	-1.2	1.2	-1	1	1.5	-0.3	-3.6
Cc1cccnc1C1=NOC(Cc2ccccc2)C(=O)N1CCOc1ccc(F)cc1 (centres undefined)	-4.9	0	-0.4	nt	0	18	nt	i	0.8
COc1ccc2cc(Br)ccc2c1CC(=O)N1CCCC1	-3.6	-9	-1.6	0.0	-6	5	-0.3	-0.8	1.5
Cc1noc(C)c1S(=O)(=O)N1CCC(C(=O)NCCCN2CC(C)CC(C)C2)CC1 (centres undefined)	-2.7	-13	nt	nt	-6	-17	-1.3	-0.4	0.4
CC(=O)c1cccc(NC(=O)CSc2nnc(-c3ccc(S(=O)(=O)N4CCCC4)cc3)o2)c1	0.3	9	0.6	-1.0	5	2	-0.1	1.4	nt
OC(Cn1cncn1)(Cn1cncn1)c1ccc(F)cc1F	0.7	-1	-1.3	179*	2	5	3.5	0.3	1.4
